Source: PubChem BioAssay (National Center for Advancing Translational Sciences (NCATS))
CCT modulator: changes cytosolic chaperonin activity; 360,000 compounds, 0.3% hits; activity change, % (concentration not given with the values), hits read low; purified chaperonin ATPase assay, HTRF ADP detection, 30 min; in the data active = activity change below about -30%; also: % is scaled to controls: 0 for no effect and ±100 for the full control effect
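TRiC at 40 or 20 nM final (batch-dependent) in 30 mM Tris pH 7.4, 100 mM KCl, 5 mM MgCl2, 1 mM DTT, with compound at single 76 uM and 10 uM ATP, 30 min at 37 deg C. ADP detected by HTRF Transcreener, 665/615 ratio.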
PTHR1 agonist: activates the human parathyroid hormone receptor PTHR1; Potency, µM (titrated, usually from 115 µM), inactives show at the highest dose activation, actives largely listed as activators; 410,000 compounds, 0.075% hits; Q03431; HEK293 GP2 PTHR1 cells, GloSensor cAMP luminescence, 1 h; AID 743266; also: potency is read from the fitted curve at half-maximal effect; nearly all actives have a fitted effect of over 55% in size; some results filed as inactive show a strong effect at the top dose; inactives centre near -15; many of its hits are not listed in these tables
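HEK-293-derived GP2 cells expressing PTHR1 and a GloSensor cAMP reporter, 3,000/well, plated overnight, given luciferin plus IBMX (each 0.5 mM as added) for 1 h at 37 °C, then compound for 1 h at 37 °C. Luminescence was read after 15 min at room temperature.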
D3 antag: D3 dopamine receptor (human) antagonism; D3R cells, DiscoveRx beta-arrestin luminescence, antagonist mode; hits give low values; AID 652054; P35462; 360,000 compounds, 2.5% hits; max response, negative = inhibition, %; in the data active = max response below about -50%; inconclusive = no clear call, values can overlap the other calls; also: % is scaled to controls: 0 for no effect and ±100 for the full control effect; mostly tested at two doses, the higher about 12 µM
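Cells plated overnight at 1500 cells/well, then exposed to library compounds with dopamine controls for 90 minutes at 37 degrees C. DiscoveRx reagent added for 30–60 minutes at room temperature; luminescence read, quantitative HTS format.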
DRD3 agonist: activates the human D3 dopamine receptor; D3R DiscoveRx beta-arrestin cells, luminescence, 90 min; P35462; AID 652048; 410,000 compounds, 0.58% hits; max activation, %; in the data active = max activation above about 30%; also: 0% is about no effect; mostly tested at two doses, the higher about 12 µM
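Agonist mode: compounds and dopamine controls were applied to plated cells for 90 min at 37 degrees C after an overnight attachment at 1500 cells/well. Luminescent read-out followed 30 - 60 minutes at room temperature with DiscoveRx detection reagent.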
MmCpn inh: blocks the Methanococcus maripaludis chaperonin Mm-Cpn; purified Mm-Cpn ATPase, ADP Transcreener TR-FRET; Potency, µM (series often up to 76.9 µM), inactives show at the top dose activity, negative = inhibition, usual class: inhibitors; 330,000 compounds, 0.031% hits; AID 504842; also: potency is read from the fitted curve at half-maximal effect; % is scaled to controls: 0 for no effect and ±100 for the full control effect; nearly all actives have a fitted effect of over 80% in size
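25 nM Mm-CPN + cpd, 10 min 37°C; + 10 uM ATP, 30 min 37°C; buffer 30 mM Tris pH 7.4, 100 mM KCl, 5 mM MgCl2, 1 mM DTT; Transcreener ADP HTRF detection 30 min RT.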
pAkt inh: blocks phosphorylation of Akt; Neuro2A IGF-stimulated pAkt S473 HTRF, 20 min; hits give low values; AID 651550; activity change, % for hits at 50 µM; 360,000 compounds, 0.32% hits; in the data active = activity change below about -80%; inconclusive = mostly about -51% to -80%; also: % is scaled to controls: 0 for no effect and ±100 for the full control effect
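Neuro2A cells (4,500/well, DMEM with 0.5% FBS) were treated with compound at a single 50 µM final concentration, stimulated with 6 nM IGF for 20 min at 37 °C, and lysed. Phospho-Akt Ser473 was read by HTRF as 665/615 ratio ×10^4.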
EPAC2 ag: agonists of human EPAC2 (RAPGEF4). EPAC2 activation, biochemical qHTS; response scale: 100% = 6.5 mM cAMP response. Q8WZA2. AID 720711. Potency, µM (top dose mostly 154 µM), for the others: at the top dose activation, actives largely listed as activators. 360,000 compounds, 0.079% hits; also: potency is read from the fitted curve at half-maximal effect; nearly all actives have a fitted effect of over 50% in size
Target sequence (Q8WZA2 whole entry, looked up): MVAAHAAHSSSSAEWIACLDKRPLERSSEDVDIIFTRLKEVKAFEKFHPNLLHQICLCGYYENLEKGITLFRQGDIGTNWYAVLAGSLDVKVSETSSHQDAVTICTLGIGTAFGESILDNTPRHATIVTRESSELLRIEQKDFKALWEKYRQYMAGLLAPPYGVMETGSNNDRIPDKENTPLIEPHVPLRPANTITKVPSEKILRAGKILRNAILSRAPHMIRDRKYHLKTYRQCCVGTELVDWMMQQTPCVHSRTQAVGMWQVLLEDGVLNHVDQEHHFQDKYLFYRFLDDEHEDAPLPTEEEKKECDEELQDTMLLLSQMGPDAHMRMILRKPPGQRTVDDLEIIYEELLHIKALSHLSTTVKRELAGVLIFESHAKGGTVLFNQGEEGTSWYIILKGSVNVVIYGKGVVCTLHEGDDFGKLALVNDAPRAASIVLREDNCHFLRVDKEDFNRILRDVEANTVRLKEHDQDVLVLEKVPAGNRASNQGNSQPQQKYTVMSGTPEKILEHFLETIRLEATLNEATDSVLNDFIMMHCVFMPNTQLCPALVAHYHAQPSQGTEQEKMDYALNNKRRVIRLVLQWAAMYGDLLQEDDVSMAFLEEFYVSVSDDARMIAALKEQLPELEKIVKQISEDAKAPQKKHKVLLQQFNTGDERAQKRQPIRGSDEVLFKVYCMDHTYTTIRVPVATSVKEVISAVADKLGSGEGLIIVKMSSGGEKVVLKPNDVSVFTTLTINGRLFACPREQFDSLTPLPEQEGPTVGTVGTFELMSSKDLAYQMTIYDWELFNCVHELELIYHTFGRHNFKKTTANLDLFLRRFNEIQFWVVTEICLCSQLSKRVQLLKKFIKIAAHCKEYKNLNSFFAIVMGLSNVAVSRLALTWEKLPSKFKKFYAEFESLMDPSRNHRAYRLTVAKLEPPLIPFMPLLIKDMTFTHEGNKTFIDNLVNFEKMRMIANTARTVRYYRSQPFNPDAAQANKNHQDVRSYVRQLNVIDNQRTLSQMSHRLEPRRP
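Each well held 100 nM EPAC2, 250 nM RAP1B-BODIPY-GDP and 50 uM GDP. Fluorescence, read at 5-min intervals to 30 min, was referenced to a 6.5 mM cAMP positive control.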
EPAC2 antag: blocks human EPAC2 exchange factor. Q8WZA2. EPAC2 GEF exchange of Rap1B-BODIPY-GDP, fluorescence. Potency, µM (top dose mostly 114 µM), inactives show top-dose activity, negative = inhibition, usual class: inhibitors. 360,000 compounds, 0.18% hits; also: potency is read from the fitted curve at half-maximal effect; % is scaled to controls: 0 for no effect and ±100 for the full control effect; nearly all actives have a fitted effect of over 45% in size; many of its hits are not listed in these tables
Starred values were filed as active, the others as inactive; i = inactive; ? = inconclusive; / = not tested or not shown; & = joins results of further samples; [ ] = another dose, or the depositor's remark. Unless noted, calls follow the shape of the dose curve; as a rule, active = well fitted curve in the direction sought with a large enough effect; inconclusive = small, poorly fitted or top-dose-only effect, or another doubt; inactive = no such curve, though single readings can be large; an effect the other way counts as inactive or inconclusive. Some of the compounds tested, so the mix of outcomes need not match the whole.

Results follow in this order: CCT modulator, PTHR1 agonist, D3 antag, DRD3 agonist, MmCpn inh, pAkt inh, EPAC2 ag, EPAC2 antag
- CN(CC(=O)Nc1ccc(F)c(F)c1F)C(=O)C1COc2ccccc2O1 (stereo not drawn)
 : -1.4, i, -5, 0, 2%, i, -8%, -1%
- COc1ccc(N/C(N)=N/c2nc(CSc3ccc(C)cc3)cc(=O)[nH]2)cc1
 : 1.1, i, 1, 3, 0%, i, -6%, -13%
- COc1ccc(-n2c3c(cc(C(=O)Nc4ccc(C)cc4)c2=O)C(=O)CCC3)cc1
 : 0.9, 6%, ?, -2, /, i, -5%, -6%
- CC1(C)Cc2c(sc3nc(-c4cccs4)n(N)c(=O)c23)CO1
 : -1.8, -31%, 9, 20, 1%, i, 23%, -7%
- O=C(CSc1nc(O)cc(=O)n1-c1ccccc1)N1CCCCC1
 : -1.2, i, 13, 1, 3%, i, 1%, 3%
- CC(=O)c1c(C)[nH]c(C(=O)COC(=O)c2cc(S(=O)(=O)N(C)c3ccccc3)ccc2Cl)c1C
 : 0.0, -22%, ?, 2, -7%, i, 17%, -17%
- CC(C)NC(=O)COC(=O)c1ccccc1CSC1=NCCS1
 : -2.3, -6%, -9, -2, -1%, i, 7%, -10%
- CCOc1ccc(-n2c(SCc3cc(=O)oc4cc(C)ccc34)nnc2-c2cccnc2)cc1
 : -1.1, i, 18, 5, 0%, i, -5%, 2%
- Cc1csc(NC(=O)CSc2nc3[nH]ncc3c(=O)[nH]2)n1
 : -3.2, i, 11, 2, 1%, i, 5%, 8%
- CN(C[C@H](Cc1ccccc1)N(C[C@H](Cc1ccccc1)N(CCC(C)(C)C)N=O)N=O)N=O
 : 1.6, -13%, -4, 16, /, i, -10%, -19%
- CC(C)c1ccc(NC(=O)COC(=O)/C=C/c2cccc([N+](=O)[O-])c2)cc1
 : -4.0, -12%, 7, -3, -1%, i, -11%, -27%
- COc1ccc2cc(CCN3C(=O)c4ccccc4C3=O)c(=O)[nH]c2c1
 : -2.3, -28%, 17, -2, -4%, i, 9%, 3%
- O=C(CCl)Nc1ccccc1C(=O)NCc1ccccc1
 : -0.3, i, 2, 2, -1%, i, 2%, -5%
- CC(=O)c1cccc(NC(=O)C2C3C=CC(C3=C(c3ccccc3)c3ccccc3)C2C(=O)O)c1 (stereo not drawn)
 : -0.3, 2%, -28, 3, 0%, i, 5%, -9%
- Cc1ccc(NC(=O)c2sc(N)nc2C)cc1
 : -5.7, i, 15, 3, 2%, i, 15%, 9%
- N#CC1(NC(=O)COC(=O)c2ccccc2[N+](=O)[O-])CCCCC1
 : 1.5, i, -11, 3, 1%, i, -2%, -3%
- Cc1cc(O)ccc1-c1cc(C(=O)NCc2ccc(F)cc2)[nH]n1
 : 0.1, i, ?, -17, /, i, 14%, -6%
- CCOC(=O)N1CCC(N2C(=O)c3ccc(C(=O)Nc4ccc(F)cc4F)cc3C2=O)CC1
 : -1.9, -5%, 15, 2, -1%, i, 0%, -4%
- OCCN1CCN(c2cc(C(F)(F)F)nc3ccccc23)CC1
 : 1.2, i, -28, -8, -1%, i, 6%, 3%
- C#Cc1cc(N2CCN(C(=O)c3ccoc3)CC2)n2nc(-c3cccc(Cl)c3)cc2n1
 : 1.6, -56%[inhibitor], 44, 10, /, i, 14%, -7%

Pulled one by one from the list above, 2 records:
Results follow in this order: CCT modulator, PTHR1 agonist, D3 antag, DRD3 agonist, MmCpn inh, pAkt inh, EPAC2 ag, EPAC2 antag
- CN(CC(=O)Nc1ccc(F)c(F)c1F)C(=O)C1COc2ccccc2O1 (stereo not drawn)
 : -1.4, i, -5, 0, 2%, i, -8%, -1%
- Cc1cc(O)ccc1-c1cc(C(=O)NCc2ccc(F)cc2)[nH]n1
 : 0.1, i, ?, -17, /, i, 14%, -6%

Remaining list, next part
Results follow in this order: CCT modulator, PTHR1 agonist, D3 antag, DRD3 agonist, MmCpn inh, pAkt inh, EPAC2 ag, EPAC2 antag
- COc1ccccc1NC(=O)c1c(NC(=O)CCC(=O)O)sc2c1CCCCC2
 : -1.3, ?, 1, 5, -2%, i, 10%, -5%
- O=C(Nc1cccc(C(=O)NC2CC2)c1)c1ccc(Cl)c(S(=O)(=O)N2CCOCC2)c1
 : 0.0, -29%, 19, 1, -2%, i, 8%, 8%
- O=C(CN1C(=O)CCC1=O)Nc1nc(-c2cccs2)cs1
 : -3.2, i, 46, -8, 1%, i, 7%, 4%
- COC(=O)c1ccsc1NC(=O)CN1CCN(c2ccc(F)cc2)CC1
 : 0.6, -22%, -22, 2, -1%, i, 11%, -4%
- O=C(CCc1nnc(CCCc2ccccc2)o1)N1CCCCCC1
 : 0.4, -47%[inhibitor], -5, -4, 2%, i, 1%, 1%
- COC(=O)CSC1=C(C#N)C(c2ccccc2F)CC(=O)N1 (stereo not drawn)
 : 0.3, -75%[inhibitor], -28, 3, -1%, i, -8%, 7%
- O=C(CCC(=O)N1CCN(c2ccccc2F)CC1)N1CCN(c2ccccc2)CC1
 : -2.2, -7%, 7, 2, 1%, i, 3%, 6%
- Cc1ccc(C(=O)CSc2cnc3ccccc3n2)cc1C
 : -0.8, -42%[inhibitor], 3, 4, -9%, i, 6%, -6%
- COc1ccccc1NC(=O)C(C)Sc1nnnn1C (stereo not drawn)
 : -0.8, i, 2, -5, 2%, i, 2%, -2%
- C=CCC[C@H](Cc1ccc(F)cc1)C(=O)OC[C@@H](C)NC(=O)[C@@H](CC=C)CC(=O)N[C@@H](CO)Cc1ccccc1
 : 1.9, -23%, 4, 6, 0%, i, -6%, -8%
- c1ccc2c(Cn3nnc4ccccc43)cccc2c1
 : -0.9, i, -8, -2, 0%, /, 21%, 1%
- CCOC(=O)NC(Nc1cc(C)on1)(C(F)(F)F)C(F)(F)F
 : -3.5, i, -18, 4, 0%, i, 6%, 1%
- CN1CCOCCOc2ccccc2OCCOCC1
 : -0.7, i, -21, 3, /, i, 1%, 12%
- CC(Sc1nncs1)C(=O)Nc1ccc(Cl)cn1 (stereo not drawn)
 : 0.7, -6%, -20, -7, 0%, i, -9%, 8%
- COC(=O)N1[C@H](C)C=C[C@]1(Cc1ccccc1)C(=O)O
 : 0.8, i, 2, 16, 0%, i, 4%, 7%
- OCCN1CCN(C(=S)NCCc2ccccc2)CC1
 : -0.5, -1%[57.5 µM], 22, 2, 4%, i, 7%, 6%
- CCCCn1c(SCC(=O)Nc2cc(C)on2)nnc1-c1ccco1
 : 0.7, i, 7, -1, 3%, i, -9%, 9%
- Cc1ccc(-c2nonc2NC(=O)c2ccco2)cc1
 : 1.2, -16%, 1, -8, 3%, i, 2%, 1%
- O=C(NCc1ccco1)C(c1ccco1)N(CCc1ccccc1)C(=O)Cn1nnc2ccccc21 (stereo not drawn)
 : 0.3, -4%, -15, -2, -7%, i, 3%, 3%
- C#CCNC(=O)C1=C[C@@H](c2ccc(C#C)cc2)C[C@@H](OCc2ccc(CO)cc2)O1
 : 0.0, -18%, 13, -2, /, i, 9%, -16%

Compound profiles, from the list above:
Profile of COC(=O)N1[C@H](C)C=C[C@]1(Cc1ccccc1)C(=O)O → CCT modulator = 0.8; PTHR1 agonist = i; D3 antag = 2; DRD3 agonist = 16; MmCpn inh = 0%; pAkt inh = i; EPAC2 ag = 4%; EPAC2 antag = 7%
Profile of O=C(Nc1cccc(C(=O)NC2CC2)c1)c1ccc(Cl)c(S(=O)(=O)N2CCOCC2)c1 → CCT modulator = 0.0; PTHR1 agonist = -29%; D3 antag = 19; DRD3 agonist = 1; MmCpn inh = -2%; pAkt inh = i; EPAC2 ag = 8%; EPAC2 antag = 8%

Next section
Results follow in this order: CCT modulator, PTHR1 agonist, D3 antag, DRD3 agonist, MmCpn inh, pAkt inh, EPAC2 ag, EPAC2 antag
- CC(C)(C)c1ccc(OCC(=O)NNC(=O)C2CCCO2)cc1 (stereo not drawn)
 : 3.1, -1%, 3, 3, -1%, i, 3%, 12%
- Cc1ccc(NC(=O)C2CCCN2S(=O)(=O)c2ccc3c(c2)n(C)c(=O)c(=O)n3C)cc1 (stereo not drawn)
 : -3.0, 15%&-15%, -15, -13&3, -3%, i, 26%, -1%
- Cc1cc2ncn(C3CC(=O)N(Cc4ccc(N5CCCC5=O)cc4)C3=O)c2cc1C (stereo not drawn)
 : -2.2, -33%[inhibitor], 8, -2, 0%, i, 8%, 13%
- O=C(CCC(=O)c1cccs1)Nc1ccccc1F
 : -0.2, -17%, -1, 0, 0%, i, 8%, -9%
- CC(C)(C)c1ccc(C(=O)NCCn2c(N)c(C#N)c3nc4ccccc4nc32)cc1
 : -0.8, -4%, 17, 14, -1%, i, -16%, 5%
- CSc1cccc(NC(=O)CCc2ccccc2)c1
 : -0.4, i, 12, -15, -5%, i, 6%, -5%
- CC(C)c1csc(CN2CCN(Cc3ccc(F)c(F)c3)C(CCO)C2)n1 (stereo not drawn)
 : -6.2, -23%, -15, -10, 1%, i, -11%, 3%
- O=C(O)c1ccc(COc2ccc(/C=N/NC(=O)c3cccs3)cc2)cc1
 : -2.6, -4%[57.5 µM], 17, -14, 3%, i, 5%, -13%
- Cc1ccc(Nc2nc(CSc3nnc(-c4ccncc4)n3-c3ccccc3C)cs2)cc1
 : -1.4, -29%, 5, 3, -1%, i, 3%, -1%
- COCCCn1c(SCc2cccc(C(F)(F)F)c2)nc2cc(OC)c(OC)cc2c1=N
 : -1.3, 7%, 41, -7, -2%, /, 11%, -5%
- CCOC(=O)Cc1csc(NC(=O)Cc2ccc([N+](=O)[O-])cc2)n1
 : 2.2, -21%, 0, 2, 2%, i, -8%, -3%
- CC1CN(C(=O)CCC(=O)NCc2ccc(F)cc2)c2ccccc2S1 (stereo not drawn)
 : -1.5, i, 13, 5, -1%, i, 5%, ?
- Cc1ccc(CS(=O)(=O)CC(C)(O)c2ccccc2)cc1 (stereo not drawn)
 : -1.3, i, 0, 7, 1%, i, 3%, 1%
